High-throughput results from PubChem.
GLP1R cytotox = cytotoxicity counter-screen for GLP-1 receptor inverse agonists; HEK293 cAMP-luciferase reporter cells, luminescence, 24 h; Potency, µM (series often up to 38.3 µM), for inactives: at the highest dose activity change, negative = inhibition, usual class: inhibitors; actives 0.13% (n = 410,000); AID 624418;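 also: loss of luciferase light is scored as toxicity; potency is read from the fitted curve at half-maximal effect; % is scaled to controls: 0 for no effect and ±100 for the full control effect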
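Seeding density was 200 cells/uL; after overnight-length (12 h) culture, 23 nL compounds went on for 24 h at 37 °C. Readout used a luciferase detection reagent, luminescence taken after 12 min at room temperature.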
GLP-1R inv ag = acts as inverse agonist at human GLP-1 receptor; actives 1.6% (n = 410,000); Potency, µM (titrated, usually from 38.3 µM), inactives show at the top dose activity change, negative = inhibition, hits mostly inhibitors; P43220; HEK293 GLP-1R CRE-luciferase, luminescence, 24 h; GLP-1R form is constitutively active; also: potency is read from the fitted curve at half-maximal effect; % is scaled to controls: 0 for no effect and ±100 for the full control effect; nearly all actives have a fitted effect of over 55% in size
Target sequence (P43220 whole entry, looked up): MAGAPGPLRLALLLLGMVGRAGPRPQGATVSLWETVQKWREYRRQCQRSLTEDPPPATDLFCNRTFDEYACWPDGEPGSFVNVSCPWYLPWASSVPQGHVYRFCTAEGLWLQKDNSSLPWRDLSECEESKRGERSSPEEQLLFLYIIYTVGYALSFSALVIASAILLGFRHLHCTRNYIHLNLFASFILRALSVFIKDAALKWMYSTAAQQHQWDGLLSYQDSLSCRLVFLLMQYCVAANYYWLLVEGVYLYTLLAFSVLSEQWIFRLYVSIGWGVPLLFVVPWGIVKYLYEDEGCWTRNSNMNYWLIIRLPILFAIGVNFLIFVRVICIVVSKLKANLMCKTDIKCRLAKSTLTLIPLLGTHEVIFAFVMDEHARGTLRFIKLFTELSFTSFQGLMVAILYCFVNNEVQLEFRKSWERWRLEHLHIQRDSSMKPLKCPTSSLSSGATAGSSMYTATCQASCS
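Readout was luciferase luminescence, measured 12 min after detection reagent at room temperature. Beforehand, GLP-1R reporter HEK293 cells had sat 12 h, then received compounds for 24 hr at 37 deg C.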
PLK1 PBD block = PLK1 (human) polo-box domain binding inhibition; actives 2.8% (n = 360,000); P53350; Potency, µM, inactives show max response, negative = inhibition, hits mostly inhibitors; Plk1 PBD binding of FITC phosphopeptide, fluorescence polarization; also: potency is read from the fitted curve at half-maximal effect; series mostly up to about 57 µM; % is scaled to controls: 0 for no effect and ±100 for the full control effect; nearly all actives have a fitted effect of over 65% in size
GLP1R ag = agonists of human GLP-1 receptor; HEK293 GLP-1R CRE-luciferase, luminescence, 4-6 h; cells express a hypersensitive GLP-1R form; actives 0.007% (n = 380,000); Potency, µM (titrated, usually from 45.6 µM), without a hit: at the top dose activation, most hits filed as activators; P43220; AID 624172; also: potency is read from the fitted curve at half-maximal effect; % of control where 0% means no effect
WRN inhibitor = blocks human WRN helicase; Q14191; WRN helicase unwinding, fluorescent forked duplex, kinetic; Potency, µM (top dose mostly 114 µM), for the others: at the highest dose activity change, negative = inhibition, usual class: inhibitors; actives 0.46% (n = 360,000); also: potency is read from the fitted curve at half-maximal effect; % is scaled to controls: 0 for no effect and ±100 for the full control effect; nearly all actives have a fitted effect of over 55% in size
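Screening of the MLSMR collection measured strand separation of a quenched forked DNA duplex (100 nM) by 20 nM WRN with 2 mM ATP, all final. Compounds were preincubated with enzyme 15 min at room temperature.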
DRD3 antagonist = antagonists of human D3 dopamine receptor | P35462 | D3R cells, DiscoveRx beta-arrestin luminescence, antagonist mode; hits give low values | max response, negative = inhibition, % | actives 2.5% (n = 360,000) | AID 652054; in the data active = max response below about -50%; inconclusive = no clear call, values can overlap the other calls; also: % is scaled to controls: 0 for no effect and ±100 for the full control effect; mostly tested at two doses, the higher about 12 µM
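Cells expressing the human receptor were seeded at 1500 cells/well, incubated overnight at 37 degrees C in 5% CO2, then exposed to library compounds with dopamine controls for 90 minutes at 37 degrees C before luminescent detection.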
D3 ag = agonists of human D3 dopamine receptor; max activation, %; D3R DiscoveRx beta-arrestin cells, luminescence, 90 min; P35462; actives 0.58% (n = 410,000); AID 652048; in the data active = max activation above about 30%; also: 0% is about no effect; mostly tested at two doses, the higher about 12 µM
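Agonist mode: compounds and dopamine controls were applied to plated cells for 90 min at 37 degrees C after an overnight attachment at 1500 cells/well. Luminescent read-out followed 30 - 60 minutes at room temperature with DiscoveRx detection reagent.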
IL2 activator = activators of IL-2. IL-2 activation reporter assay, cell-based qHTS; stimulated with anti-CD3/CD4/CD28 beads; in transgenic mouse T cells. activation, % (series mostly up to about 46 µM). actives 0.065% (n = 360,000). AID 652025; in the data active = activation above about 50%; inconclusive = mostly about 30% to 49%; also: 0% is about no effect
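First, unstimulated transgenic mouse T cells were exposed to compound for 60 min. Next, anti-CD3/anti-CD4-coated beads with anti-CD28 were added. Finally, after 18 h at 37 degrees C, EGFP and DsRed were imaged.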
PI5P4K alpha inh = inhibitors of human PI5P4K alpha; actives 1.2% (n = 330,000); P48426; PI5P4Kalpha enzyme, ADP-Glo luminescence, 60 min; hits give low values; max response, %; active = max response of -50% or lower; inconclusive = between -30% and -50%; inactive = -30% or higher; also: value at the top dose of about 77 µM; % is scaled to controls: 0 for no effect and ±100 for the full control effect
Target sequence (P48426 whole entry, looked up): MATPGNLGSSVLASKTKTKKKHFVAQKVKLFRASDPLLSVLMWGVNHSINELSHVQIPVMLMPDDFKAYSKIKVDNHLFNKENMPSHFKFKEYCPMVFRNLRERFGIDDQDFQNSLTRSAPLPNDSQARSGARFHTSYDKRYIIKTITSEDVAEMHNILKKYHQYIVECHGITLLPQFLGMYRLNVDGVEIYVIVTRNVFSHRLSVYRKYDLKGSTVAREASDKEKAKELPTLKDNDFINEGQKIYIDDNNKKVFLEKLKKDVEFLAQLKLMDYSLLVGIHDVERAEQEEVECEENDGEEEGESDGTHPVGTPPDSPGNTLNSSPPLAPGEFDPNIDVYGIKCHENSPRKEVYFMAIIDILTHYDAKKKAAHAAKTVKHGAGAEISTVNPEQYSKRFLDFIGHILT
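Luminescence from ADP-Glo served as readout of PI5P4Kalpha activity in a qHTS format. Reaction: enzyme, substrate, compound, ATP at 5 microM final, 60 min at RT.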
* = called active by the depositor; ? = inconclusive; · = not tested or not shown; [ ] = dose if it differs, or a comment. Unless noted, calls follow the shape of the dose curve; as a rule, active = well fitted curve in the direction sought with a large enough effect; inconclusive = small, poorly fitted or top-dose-only effect, or another doubt; inactive = no such curve, though single readings can be large; an effect the other way counts as inactive or inconclusive.

cpd	smiles	PLK1 PBD block	PI5P4K alpha inh	WRN inhibitor	GLP-1R inv ag	GLP1R cytotox
1	CCN(CC)c1ccc(C2C3CCCCC3(O)CCN2CC(=O)Nc2ccccc2)cc1 (stereo unspecified)	-3%	2	-4%	0%	-8%
2	CCN1C(=O)[C@H]2[C@@H](c3ccc(C)cc3)N3C(=O)N(c4ccc(OC)cc4)C(=O)[C@@]3(CC)[C@H]2C1=O	0%	2	2%	2%	0%
3	CCOC(=O)/C(=N/Nc1ccc(C)cc1)S(=O)(=O)c1ccc(Cl)cc1	-12%	·	-26%	?	2%
4	CCC(c1nnnn1Cc1ccc(OC)cc1)N1CCN(C(=O)c2ccco2)CC1 (stereo unspecified)	-14%	-6	-6%	10%	0%
5	CC1(C(=O)NCc2ccccc2)CSCC(=O)N1CCCN1CCOCC1 (stereo unspecified)	6%	8	-3%	9%	2%
6	Nc1sccc1C(=O)NCc1ccccc1	?	-11	-12%	9%	-9%
7	Cc1nn(C(=O)c2c(F)cccc2F)c(C)c1S(=O)(=O)N1CCOCC1	·	·	·	21%	4%
8	CCS(=O)(=O)Nc1cc(C(=O)O)ccc1C	-25%	-11	-29%	-6%	2%

cpd	D3 ag	GLP1R ag	DRD3 antagonist	IL2 activator
1	1	-4%	12	-0.8
2	46*	3%	0	-0.1
3	-3	3%	-10	-2.0
4	-23	9%	-4	0.7
5	-4	·	2	-0.3
6	1	·	-10	-0.1
7	5	1%	·	·
8	-5	-1%	-15	0.4

Further compounds:
cpd	smiles	PLK1 PBD block	PI5P4K alpha inh	WRN inhibitor	GLP-1R inv ag	GLP1R cytotox
9	COc1ccc(C(=O)C[N+]2(C)CCOCC2)cc1	0%	·	-14%[57.1 µM]	-1%	6%
10	CCc1cc(C(=O)N2CCN(c3ncc(C(F)(F)F)cc3Cl)CC2)sc1C	-6%	-3	3%	?	28%
11	NS(=O)(=O)c1ccc(CCNC(=O)c2ccc(C(=O)c3ccccc3)cc2)cc1	-9%	4	-31%	-10%	-6%
12	Cc1ccc2cccc(SCC(=O)N3CCOCC3)c2n1	-9%	-2	7%	-12%	-12%
13	COc1ccc(CNc2nc3ccccc3n2C)c(OC)c1	-10%	-11	-3%	8%[0.307 µM]	4%[0.307 µM]
14	O=C(O)c1cn(CCOc2ccccc2Cl)c2ccccc12	-13%	-4	5%	1%	-4%
15	O=C(CCn1cnc(-c2ccccc2)c1-c1ccccc1)N/N=C/c1ccc(O)cc1	?	4	-6%	?	-19%
16	O=C(CSc1ncccn1)N1CCN(C(=O)CSc2ncccn2)CC1	-2%	3	-19%	-16%	-8%

cpd	D3 ag	GLP1R ag	DRD3 antagonist	IL2 activator
9	14	1%	13	-1.0
10	-2	20%	-4	0.9
11	-6	6%	3	0.6
12	1	6%	?	0.1
13	-2	-2%	-16	0.5
14	-3	7%	12	-0.3
15	-1	21%	2	-0.7
16	3	-6%	10	-1.8

Next part
cpd	smiles	PLK1 PBD block	PI5P4K alpha inh	WRN inhibitor	GLP-1R inv ag	GLP1R cytotox
17	O=C(COC(=O)c1ccccn1)Nc1ccc2c(c1)OCO2	-3%	0	5%	16%	4%
18	CCC(=O)Nc1sccc1C(=O)OC	-5%	·	3%	0%	25%
19	O=C1NC(c2ccc(Cl)cc2)Nc2ccccc21 (stereo unspecified)	-1%	19	8%	-1%	-9%
20	COc1ccc(N/N=C(/C#N)S(=O)(=O)c2nsc(C)c2C#N)cc1	-26%	-20	-7%	14%	-23%
21	CCOC(=O)N1CCN(C(=O)CSc2nc(C)nc3c2c(=O)n(C)c(=O)n3C)CC1	0%	-3	-3%	2%	-19%
22	NC(N)=N/N=C/c1ccc(OCc2ccccc2)c(OCc2ccccc2)c1	-9%	-4	-2%	?	?
23	CCCCN(CC)C(=O)Cc1ccc(Br)cc1	-6%	7	-17%	?	0%
24	CSc1ccccc1C(=O)OCC(=O)Nc1cccnc1Cl	-3%	1	?	7%	9%

cpd	D3 ag	GLP1R ag	DRD3 antagonist	IL2 activator
17	-4	-1%	-8	-0.1
18	-6	0%	-17	-1.6
19	-7	2%	-3	1.2
20	1	16%	?	0.0
21	3	-3%	15	1.7
22	4	8%	10	-0.7
23	1	0%	-6	0.2
24	-1	9%	6	-0.3

In another format: 4 of the compounds above
entry | Compound | PLK1 PBD block | PI5P4K alpha inh | WRN inhibitor | GLP-1R inv ag | GLP1R cytotox | D3 ag | GLP1R ag | DRD3 antagonist | IL2 activator
20 | COc1ccc(N/N=C(/C#N)S(=O)(=O)c2nsc(C)c2C#N)cc1 | -26% | -20 | -7% | 14% | -23% | 1 | 16% | ? | 0.0
21 | CCOC(=O)N1CCN(C(=O)CSc2nc(C)nc3c2c(=O)n(C)c(=O)n3C)CC1 | 0% | -3 | -3% | 2% | -19% | 3 | -3% | 15 | 1.7
22 | NC(N)=N/N=C/c1ccc(OCc2ccccc2)c(OCc2ccccc2)c1 | -9% | -4 | -2% | ? | ? | 4 | 8% | 10 | -0.7
23 | CCCCN(CC)C(=O)Cc1ccc(Br)cc1 | -6% | 7 | -17% | ? | 0% | 1 | 0% | -6 | 0.2

(continued)
cpd	smiles	PLK1 PBD block	PI5P4K alpha inh	WRN inhibitor	GLP-1R inv ag	GLP1R cytotox
25	CCCCN1CC(C)(C)[C@H](CC(=O)Nc2ccccc2)C1=O	3%	5	-3%	8%	-4%
26	O=C(CN1CCN(S(=O)(=O)c2ccc(Br)s2)CC1)N1CCCCC1	-1%	-8	-18%	?	-1%
27	Cn1c(N)c(C(=O)COC(=O)C2(c3ccccc3F)CCCC2)c(=O)n(C)c1=O	-8%	13	-6%	?	2%
28	O=C(CSc1ccccc1C(=O)NCc1ccccc1)NC12CC3CC(CC(C3)C1)C2	-7%	-3	2%	?	3%
29	Cc1cc(C(=O)NNC(=O)c2cccc([N+](=O)[O-])c2)n[nH]1	-2%	3	7%	13%	-39%
30	O=C(CC(=O)c1ccccc1O)c1ccc(F)cc1	-2%	·	0%	0%	72%[activator]
31	CC(=O)c1ccc(N2CCN(C(=O)COc3ccc(F)cc3)CC2)c(F)c1	-3%	-3	2%	?	-10%
32	Cc1ccccc1NC(=S)NCCO	-19%	0	-22%[57.1 µM]	13%	4%

cpd	D3 ag	GLP1R ag	DRD3 antagonist	IL2 activator
25	-6	-4%	14	0.9
26	-1	-1%	19	-1.9
27	2	19%	4	0.2
28	1	-35%	2	-0.4
29	0	-7%	-13	-0.2
30	0	2%	5	-3.2
31	-2	2%	-2	-0.4
32	-3	2%	-7	-0.2

(continued)
cpd	smiles	PLK1 PBD block	PI5P4K alpha inh	WRN inhibitor	GLP-1R inv ag	GLP1R cytotox
33	O=C(NN1C(=O)C2C3C=CC(C3)C2C1=O)C(O)c1ccccc1 (stereo unspecified)	-1%	0	1%	3%	1%
34	CCOC(=O)C1=C(N)Oc2cc(C)[nH]c(=O)c2C1c1ccncc1 (stereo unspecified)	-4%	-5	10%	14%	-4%
35	Cc1nc([N+](=O)[O-])cn1CC(=O)NCCCO	-1%	-1	5%	19%	-1%
36	CC(=O)NC(Cc1ccc(O)cc1)C(=O)NN (stereo unspecified)	9%	-4	3%	2%	1%
37	CN(C)c1ccc(/C=N/NC(=O)c2nnn(-c3nonc3N)c2CN2CCCCCC2)cc1	-30%	-2	-14%	?	6%
38	O=C(NCc1cccs1)C1CCN(S(=O)(=O)c2ccc(Cl)cc2)CC1	-17%	-10	13%	-12%	-1%
39	CCC(=O)Nc1nnc(CSCc2ccccc2)s1	-1%	3	-6%	0%	1%
40	O=c1c2c3c(sc2nc2n1CCC2)CCC3	-10%	0	-1%	27%	7%

cpd	D3 ag	GLP1R ag	DRD3 antagonist	IL2 activator
33	6	-5%	-5	4.7
34	-3	24%	0	1.4
35	-4	-1%	-6	0.8
36	-2	-4%	13	-1.0
37	-8	12%	5	0.9
38	-1	6%	-2	2.0
39	0	-21%	-1	-0.3
40	-1	-6%	-52*	-0.7

3 structures already listed, arranged by heavy-atom count, ascending.
cpd	smiles	PLK1 PBD block	PI5P4K alpha inh	WRN inhibitor	GLP-1R inv ag	GLP1R cytotox
36	CC(=O)NC(Cc1ccc(O)cc1)C(=O)NN (stereo unspecified)	9%	-4	3%	2%	1%
39	CCC(=O)Nc1nnc(CSCc2ccccc2)s1	-1%	3	-6%	0%	1%
37	CN(C)c1ccc(/C=N/NC(=O)c2nnn(-c3nonc3N)c2CN2CCCCCC2)cc1	-30%	-2	-14%	?	6%

cpd	D3 ag	GLP1R ag	DRD3 antagonist	IL2 activator
36	-2	-4%	13	-1.0
39	0	-21%	-1	-0.3
37	-8	12%	5	0.9

The results go on:
cpd	smiles	PLK1 PBD block	PI5P4K alpha inh	WRN inhibitor	GLP-1R inv ag	GLP1R cytotox
41	CCCCn1c(=O)[nH]c2nc3cc(N)ccc3nc2c1=O	4.7µM*	-66*	50µM*	38%[activator]	201%[activator]
42	Cc1cccc(NS(=O)(=O)c2ccc3c(c2)Cc2cc(S(=O)(=O)Nc4cccc(C)c4C)ccc2-3)c1C	2%	0	-6%	0%	-1%
43	CC(C(=O)NC1=NCCS1)N1C(=O)C2CC=CCC2C1=O (stereo unspecified)	1%	0	-9%	9%	-2%
44	Cc1cc(NC(=O)COC(=O)c2oc3c(Cl)cccc3c2C)no1	-5%	-5	-19%	0%	4%
45	CCc1ccc(NC(=O)[C@H](Cc2c[nH]c3ccccc23)NC(=O)[C@@H]2Cc3ccccc3CN2)cc1	-8%	-16	1%	-86%	-25%
46	C[n+]1cc(C(=O)N2CCCCC2)ccc1/C=C/c1c[nH]c2ccccc12	92%[activator]	-3	-20%	-12%	-5%
47	Cc1cc(OCC(=O)NCCc2cccc(F)c2)c2c(C)cc(=O)oc2c1	-8%	8	-6%	11%	-4%
48	O=[N+]([O-])c1cc(-c2ccc(/C=N\n3cnnc3)o2)cc([N+](=O)[O-])c1	-15%	-59*	-25%	-2%	4%

cpd	D3 ag	GLP1R ag	DRD3 antagonist	IL2 activator
41	12	3%	-12	4.0
42	3	-9%	-22	1.6
43	1	-2%	2	-0.8
44	6	-10%	12	-1.6
45	-13	0%	-4	-0.3
46	-5	-1%	-21	8.3
47	0	4%	-6	3.1
48	12	8%	13	0.4
